# Screening data (PubChem BioAssay)
# PAFAH1B3 inh = PAFAH1B3 enzyme inhibitors, primary screen, biochemical, fluorescence polarization, human. Platelet-activating factor acetylhydrolase IB subunit alpha1 (Homo sapiens), Q15102. recombinant PAFAH1B3, FP-rhodamine probe. inhibition, % at 3.39 µM. 340,000 tested, 0.28% active. AID 492972, 2010;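 active means inhibition above the screen-wide average of all tested compounds plus 3 SD, cut at about 25% in these data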;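 further: 0% = enzyme with DMSO only and 100% = wells lacking PAFAH1B3 protein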
# pPAFAH inh = pPAFAH enzyme inhibitors, primary screen, biochemical, fluorescence polarization, human; recombinant pPAFAH, FP-rhodamine probe fluorescence polarization; 330,000 tested, 1.5% active; inhibition, % at 3.39 µM; Platelet-activating factor acetylhydrolase (Homo sapiens), Q13093;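 active means inhibition above the mean inhibition across the screen plus 3 SD, cut at about 25% in these data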;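 further: inhibitors block binding of the rhodamine activity-based probe so polarization drops; 0% = enzyme with DMSO and 100% = wells lacking pPAFAH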
# PAFAH2 inh = PAFAH2 enzyme inhibitors, primary screen, biochemical, fluorescence polarization, human. recombinant PAFAH2, FP-rhodamine activity probe. inhibition, % at 3.39 µM. 340,000 tested, 0.99% active. AID 492956, 2010;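 active means inhibition above the mean over all tested compounds plus 3 SD, cut at about 30% in these data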;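 further: inhibitors block probe labeling of enzyme so polarization drops; 0% = enzyme with DMSO and 100% = wells lacking PAFAH2 protein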
# LYPLA1 inh = LYPLA1 inhibitors, primary screen, counter-screen for PME1 inhibitor project, biochemical, fluorescence polarization, FP-Rh probe ABPP | Acyl-protein thioesterase 1 (Homo sapiens), O75608 | AID 2174, 2009 | inhibition, % at 5.9 µM | recombinant LYPLA1 | 320,000 tested, 0.16% active;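 active means inhibition above the mean of all tested compounds plus 3 SD, set per campaign, cut at about 14% in these data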;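 further: inhibitors block serine hydrolase probe labeling of LYPLA1 so polarization falls; 0% = enzyme with DMSO and 100% = wells lacking LYPLA1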
# EBNA-1 inh = EBNA-1 DNA-binding inhibitors, primary screen, biochemical, fluorescence polarization; 300,000 tested, 0.34% active; AID 1950, 2009; inhibition, % at 14.8 µM; in the data active means inhibition above about 28%
# LYPLA2 counter = LYPLA2 inhibitors, primary screen, counter-screen for PME1 inhibitor project, biochemical, fluorescence polarization, FP-Rh probe ABPP. Acyl-protein thioesterase 2 (Homo sapiens), O95372. recombinant LYPLA2. inhibition, % at 5.9 µM. 320,000 tested, 0.38% active. AID 2177, 2009;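 active means inhibition above the screen-wide mean plus 3 SD, limit set per campaign, cut at about 26% in these data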;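 further: 0% = LYPLA2 with DMSO and 100% = wells lacking LYPLA2 enzyme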
# PREPL inh = PREPL enzyme inhibitors, primary screen, biochemical, fluorescence polarization. recombinant PREPL, fluorescence polarization activity-based probe. inhibition, % at 5.96 µM. Prolyl endopeptidase-like (Homo sapiens), Q4J6C6. 320,000 tested, 0.68% active; in the data active means inhibition above about 43%;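 further: 0% = enzyme with DMSO and 100% = wells lacking enzyme; many of its hits are not listed in these tables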
# Target sequence (Q4J6C6 whole entry, looked up): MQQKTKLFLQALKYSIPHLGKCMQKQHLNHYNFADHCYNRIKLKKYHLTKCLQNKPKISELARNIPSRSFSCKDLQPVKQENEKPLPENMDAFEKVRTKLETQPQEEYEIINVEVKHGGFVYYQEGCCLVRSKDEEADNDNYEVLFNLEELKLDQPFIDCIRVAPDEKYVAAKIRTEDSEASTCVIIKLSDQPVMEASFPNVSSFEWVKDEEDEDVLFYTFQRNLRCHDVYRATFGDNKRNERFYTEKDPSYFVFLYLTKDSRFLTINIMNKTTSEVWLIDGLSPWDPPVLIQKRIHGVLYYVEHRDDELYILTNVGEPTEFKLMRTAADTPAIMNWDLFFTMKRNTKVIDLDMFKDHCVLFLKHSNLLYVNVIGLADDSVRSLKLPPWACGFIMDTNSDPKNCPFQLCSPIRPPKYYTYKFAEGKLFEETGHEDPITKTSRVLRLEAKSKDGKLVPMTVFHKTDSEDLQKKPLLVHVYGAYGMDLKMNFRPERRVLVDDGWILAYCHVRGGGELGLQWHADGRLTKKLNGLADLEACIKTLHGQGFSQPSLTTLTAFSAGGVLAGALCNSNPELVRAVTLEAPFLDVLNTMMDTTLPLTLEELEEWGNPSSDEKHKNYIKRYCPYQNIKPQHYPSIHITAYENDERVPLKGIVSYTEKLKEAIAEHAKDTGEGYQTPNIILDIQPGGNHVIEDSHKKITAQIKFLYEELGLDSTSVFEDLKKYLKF
# PAFAH1B2 FP inh = PAFAH1B2 enzyme inhibitors, primary screen, biochemical, fluorescence polarization, human; Platelet-activating factor acetylhydrolase IB subunit alpha2 (Homo sapiens), P68402; recombinant PAFAH1B2, FP-rhodamine activity probe; inhibition, % at 3.39 µM; 340,000 tested, 1.2% active;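 active means inhibition above the mean of all tested compounds plus 3 SD, cut at about 24% in these data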;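 further: 0% = enzyme with DMSO and 100% = wells lacking PAFAH1B2; many of its hits are not listed in these tables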
# ZTA counter = ZTA (EBV) inhibition in EBNA-1 counter-screen | P03206 | ZTA-DNA binding, fluorescence polarization | 320,000 tested, 0.15% active | inhibition, % at 11 µM; in the data active means inhibition above about 33%
# Target sequence (P03206 whole entry, looked up): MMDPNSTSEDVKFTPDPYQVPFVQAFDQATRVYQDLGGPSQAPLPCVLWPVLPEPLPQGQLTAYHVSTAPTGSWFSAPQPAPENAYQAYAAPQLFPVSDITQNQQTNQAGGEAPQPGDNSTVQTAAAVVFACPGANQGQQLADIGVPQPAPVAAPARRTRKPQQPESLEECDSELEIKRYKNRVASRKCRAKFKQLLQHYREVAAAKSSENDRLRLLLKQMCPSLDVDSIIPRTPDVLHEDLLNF
# * = called active by the depositor; / = no result given. An excerpt; the hit share may differ from the screen's.
SMILES,PAFAH1B3 inh,pPAFAH inh,PAFAH2 inh,LYPLA1 inh,EBNA-1 inh,LYPLA2 counter,PREPL inh,PAFAH1B2 FP inh,ZTA counter
CN(Cc1ccon1)Cc1cn(Cc2ccccc2)nc1-c1ccc2c(c1)OCO2,-3,-3,2,0,-2,5,1,-1,-31
CCOC(=O)NC(Nc1sc2c(c1C(N)=O)CCCC2)(C(=O)OCC)C(F)(F)F (stereo unspecified),7,11,13,-2,7,-7,2,1,17
O=C(N/N=C/c1ccncc1)c1cc2ccccc2o1,12,3,7,3,-5,3,2,8,9
O=C(NCC(c1cccs1)N1CCOCC1)C1CCN(S(=O)(=O)c2c(Cl)cccc2Cl)CC1 (stereo unspecified),1,5,8,3,8,5,19,-1,-5
CN(C)C(CNC(=O)CN1C(=O)NC2(CCCC2)C1=O)c1ccccc1 (stereo unspecified),-2,-2,1,3,/,5,14,-4,3
O=C(CC(C(=O)N1CCc2ccccc21)n1ccnc1)NCc1cccnc1 (stereo unspecified),3,1,-3,0,10,5,10,0,9
CCOC(=O)Cn1nc(-c2ccc(C)cc2)ccc1=O,-4,3,0,3,4,9,-1,-3,1
CCOC(=O)Nc1c(C(=O)OC)[nH]c2cc(OC)ccc12,3,0,-4,1,-7,7,-4,4,-11
O=C(N/N=C/c1cccc(F)c1)NC1CCCCC1,2,3,8,5,-9,-6,-3,7,-15
Cc1ccc(CNC(=O)CNC(=O)c2ccc(C(C)(C)C)cc2)n1C,12,7,2,/,/,/,34,6,/
Cc1cc(C(C)(C)C)ccc1OCCCCN1CCCC1,4,2,-3,0,-6,-3,-22,2,-8
Cc1cccc(NC(=O)N2CCC(NC(=O)c3ccccc3C)CC2)c1,5,2,-3,2,4,0,-8,-2,2
CCN1C(=O)C2(C(C#N)=C(N)Oc3n[nH]c(C(C)C)c32)c2ccccc21 (stereo unspecified),1,4,12,-2,7,1,6,6,-1
COc1cc(/C=N/NC(=O)CC#N)ccc1Oc1nc(Cl)ncc1F,7,-3,-10,-13,-6,-27,-8,1,-1
O=C(CSc1nnc(-c2cccc(Br)c2)o1)N1CCNC1=O,1,1,0,/,/,/,12,6,/
COc1ccc(NC(=O)C2CCN(S(=O)(=O)c3c(C)noc3C)CC2)cc1Cl,6,12,1,-1,13,-2,1,6,5
CCOc1ccc(Nc2nc3cc(S(=O)(=O)CC)ccc3o2)cc1,9,8,5,3,-9,4,-7,4,-6
CCOc1ccccc1NC(C)C(=O)NC(=O)NC1CCCCC1 (stereo unspecified),7,4,4,0,/,11,1,5,2
N=C1/C(=C\c2coc3ccccc3c2=O)C(=O)N=C2SC(c3ccncc3)=NN12,-5,14,13,-3,-2,-2,-13,9,39*
O=C(Nc1cc(Cl)ccc1-n1cncn1)c1cccs1,-7,4,0,-6,-1,-2,7,4,-2
O=C(CSc1ccc(-c2ccc(Br)cc2)nn1)N1CCOCC1,5,6,2,5,5,10,13,6,-24
O=C1NCCCc2nonc21,4,6,2,4,10,4,-3,-4,18
Cc1c(Br)c([N+](=O)[O-])nn1CC(=O)NCC1CCCO1 (stereo unspecified),14,1,4,2,-13,-1,3,11,-9
NC(=O)CC[C@H](NC(=O)OCc1ccccc1)C(=O)OCc1ccc(Cl)cc1,7,5,0,3,2,5,-5,9,5
CC(C)c1nnc(SCC(=O)N2CCOCC2)n1C,-4,1,0,2,2,4,1,1,7

# Next section
SMILES,PAFAH1B3 inh,pPAFAH inh,PAFAH2 inh,LYPLA1 inh,EBNA-1 inh,LYPLA2 counter,PREPL inh,PAFAH1B2 FP inh,ZTA counter
Cc1nc(C)c(C(=O)OCC(=O)Nc2ccccc2)s1,13,26*,95*,1,/,7,2,-1,0
COC(=O)[C@@H](NC(=O)NCc1cccs1)C(C)C,-1,-1,-5,-3,10,0,-2,0,10
NC(=O)[C@H]1CC2(CC(c3cccc(NC(=O)COc4ccc(Cl)cc4)c3)=NO2)CN1C(=O)[C@H]1CCC(=O)N1 (stereo partly specified),-8,1,4,0,-2,9,8,0,-7
CCc1cc2c(=O)n(Cc3ccco3)c(SCC(=O)NCC3CCCO3)nc2s1 (stereo unspecified),5,5,5,2,-10,8,-3,2,-2
NC(=O)c1cc(S(=O)(=O)Nc2cccc(Cl)c2)cs1,11,4,6,-2,4,-10,2,2,11
CC1CC=C2C(C#N)=C(N)C(C#N)(C#N)C(c3cccs3)C2C1 (stereo unspecified),-1,8,1,-2,-14,-2,1,5,7
COC(=O)C(NC(=O)CNS(=O)(=O)c1ccc(Br)cc1)c1ccccc1 (stereo unspecified),1,-2,3,-2,-7,-4,-3,11,15
CC1=C(C(=O)OCCOc2ccccc2)C(c2coc3ccccc3c2=O)C2=C(CCCC2=O)N1 (stereo unspecified),2,-1,5,3,5,2,1,3,10
CCCCOC(=O)C1=C(C)Nc2ncnn2C1c1cccc(OC)c1 (stereo unspecified),7,3,0,2,4,4,-2,1,9
COc1ccc(CC(=O)Nc2nnc(SCC(=O)NCc3ccco3)s2)cc1OC,-4,0,0,1,9,3,-12,-2,-5
CCOC(=O)c1cc2cc(C)ccc2[nH]1,3,3,9,-1,12,-1,-8,5,9
O=C(CCl)N=c1sccn1Cc1ccccc1Cl,11,1,5,2,11,8,-2,8,4
Cc1ccccc1NC(=O)CNC(=O)Cc1cccc2ccccc12,6,5,3,-2,-5,0,-8,-3,0
CCOc1cc(/C=C2/C(=O)ON=C2C)ccc1OCc1ccccc1F,-2,1,21,0,3,-4,14,7,8
Cn1cccc1C(=O)OCC(=O)Nc1ccc2c(c1)OCCO2,7,0,49*,/,/,/,11,4,/
CCOc1ccc2ccccc2c1CNCCN1CCOCC1,3,-2,-4,5,2,10,20,5,4
NC(=O)CC(NC(=O)c1ccccc1)c1ccc(NC2CCN(Cc3ccccc3)CC2)c([N+](=O)[O-])c1 (stereo unspecified),8,3,4,2,0,8,-1,0,11
CCOC(=O)N1CCN(Cc2cn[nH]c2-c2cccc3ccccc23)CC1,0,4,-5,2,-2,10,34,4,-4
Cc1ccc2nc(SCC(=O)Nc3ccc4c(c3)OCCO4)nc(=O)n2c1,7,-2,8,3,5,8,14,3,-1
Oc1ccccc1Nc1ccccn1,3,4,3,2,4,3,3,12,-12
COc1ccc(C(=O)O)cc1S(=O)(=O)NCc1ccccn1,2,3,4,-4,7,1,-3,2,6
Cc1cc2ncn(/N=C/c3ccc([N+](=O)[O-])s3)c2cc1C,12,0,4,8,-5,-7,8,2,-1
CCc1ccc(/C=C2\Oc3c(ccc(O)c3CN3CCN(C)CC3)C2=O)cc1,6,1,58*,0,-1,-13,1,7,0
CN(c1ccccc1C(=O)NCc1ccccc1Cl)S(=O)(=O)c1ccccc1,2,4,-5,1,-2,-2,6,2,-15
C=CCn1c(SCC(=O)NCc2ccc3c(c2)OCO3)nnc1C1COc2ccccc2O1 (stereo unspecified),-5,6,0,2,-5,-4,-28,7,-5

# (further entries)
SMILES,PAFAH1B3 inh,pPAFAH inh,PAFAH2 inh,LYPLA1 inh,EBNA-1 inh,LYPLA2 counter,PREPL inh,PAFAH1B2 FP inh,ZTA counter
CCOC(=O)c1ccc(NC(=S)Nc2ccc3[nH]c(=O)[nH]c3c2)cc1,12,1,-5,-1,-11,-3,3,2,6
Cc1cc(-c2ccc(C)c(S(=O)(=O)N3CCN(c4ccc(F)cc4)CC3)c2)on1,6,0,1,1,5,2,-2,2,0
CCOc1ccc(NC(=S)NCCCc2ccccc2)cc1,11,3,-4,-2,-6,4,-7,2,-5
CS(=O)(=O)Nc1ccccc1C(=O)Nc1ccc2c(c1)OCCO2,3,-3,-4,-3,4,-3,1,3,0
COc1ccc(OCCCC(=O)NCCc2nc3ccccc3[nH]2)cc1,-1,4,-6,-2,-7,-2,9,2,0
O=C(OCC(=O)N1CCc2ccccc21)C1=COCCO1,7,8,30*,2,7,1,-6,4,4
CSCC(O)Cn1ncc2ccccc2c1=O (stereo unspecified),-3,-2,-1,0,-3,-1,6,6,4
CCC1C(=O)NCCN1C(=O)c1ccc(OC)c(OC2CCN(C(C)=O)CC2)c1 (stereo unspecified),7,-5,4,1,-5,-2,6,4,7
CCN(CC)c1ccc(/C=N/Nc2ccccc2)c(O)c1,4,14,-4,-1,8,-1,9,4,8
Nc1nnnn1CC(=O)N/N=C/c1cc([N+](=O)[O-])ccc1O,5,0,4,-1,-5,-3,-3,3,11

# Copied from the list.
# `Cc1cc(-c2ccc(C)c(S(=O)(=O)N3CCN(c4ccc(F)cc4)CC3)c2)on1` @ ZTA counter = 0
# `CCC1C(=O)NCCN1C(=O)c1ccc(OC)c(OC2CCN(C(C)=O)CC2)c1` (stereo unspecified) @ LYPLA2 counter = -2

# Part of the list above in order of number of heavy atoms, highest first:
SMILES,PAFAH1B3 inh,pPAFAH inh,PAFAH2 inh,LYPLA1 inh,EBNA-1 inh,LYPLA2 counter,PREPL inh,PAFAH1B2 FP inh,ZTA counter
C=CCn1c(SCC(=O)NCc2ccc3c(c2)OCO3)nnc1C1COc2ccccc2O1 (stereo unspecified),-5,6,0,2,-5,-4,-28,7,-5
Cc1cc(-c2ccc(C)c(S(=O)(=O)N3CCN(c4ccc(F)cc4)CC3)c2)on1,6,0,1,1,5,2,-2,2,0
CCc1ccc(/C=C2\Oc3c(ccc(O)c3CN3CCN(C)CC3)C2=O)cc1,6,1,58*,0,-1,-13,1,7,0
COc1ccc(OCCCC(=O)NCCc2nc3ccccc3[nH]2)cc1,-1,4,-6,-2,-7,-2,9,2,0
CCOC(=O)c1ccc(NC(=S)Nc2ccc3[nH]c(=O)[nH]c3c2)cc1,12,1,-5,-1,-11,-3,3,2,6
CS(=O)(=O)Nc1ccccc1C(=O)Nc1ccc2c(c1)OCCO2,3,-3,-4,-3,4,-3,1,3,0
Nc1nnnn1CC(=O)N/N=C/c1cc([N+](=O)[O-])ccc1O,5,0,4,-1,-5,-3,-3,3,11
CCN(CC)c1ccc(/C=N/Nc2ccccc2)c(O)c1,4,14,-4,-1,8,-1,9,4,8
CSCC(O)Cn1ncc2ccccc2c1=O (stereo unspecified),-3,-2,-1,0,-3,-1,6,6,4
Oc1ccccc1Nc1ccccn1,3,4,3,2,4,3,3,12,-12
